PPARg SRC1 recr – PPARgamma-driven SRC-1 recruitment agonism; P37231; PPARgamma-SRC-1 coactivator recruitment biochemical assay; activation, % at 8 µM; 200,000 compounds, 0.41% hits; AID 631; in the data active = activation above about 19%;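 note: 0% = DMSO and 100% = reference agonist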
Redox H2O2 prof – compounds producing H2O2 with reducing agent – biochemical, NIH compound library profiling, artefact control for MLSCN library redox annotation, primary screen. DTT-dependent redox cycling H2O2, phenol red/HRP absorbance; 100% = 100 µM peroxide control, 0% = buffer. activation, % at 10 µM. 200,000 compounds, 0.03% hits;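 active = activation of at least 50% relative to the plate's high and low controls in the primary single-dose screen; inactive = activation below 50%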;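 note: compound incubated with DTT at 0.8 mM final as the reducing agent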
S1P3 antag – antagonists of human S1P3 receptor; Q99500; CHO S1P3 NFAT-BLA reporter, FRET fluorescence, antagonist mode; inhibition, % at 4.98 µM; 170,000 compounds, 0.27% hits;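 active = inhibition above the plate cutoff, the mean inhibition of test wells on that plate plus 3 SD, cut at about 28% in these data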;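 note: cells challenged with S1P at its EC80 of 0.8 µM; blue over green emission ratio from cleaved BLA substrate after 4 h stimulation; 0% = S1P-stimulated wells and 100% = unstimulated DMSO-only wells; some compounds past the cut are filed as inactive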
Target sequence (Q99500 whole entry, looked up): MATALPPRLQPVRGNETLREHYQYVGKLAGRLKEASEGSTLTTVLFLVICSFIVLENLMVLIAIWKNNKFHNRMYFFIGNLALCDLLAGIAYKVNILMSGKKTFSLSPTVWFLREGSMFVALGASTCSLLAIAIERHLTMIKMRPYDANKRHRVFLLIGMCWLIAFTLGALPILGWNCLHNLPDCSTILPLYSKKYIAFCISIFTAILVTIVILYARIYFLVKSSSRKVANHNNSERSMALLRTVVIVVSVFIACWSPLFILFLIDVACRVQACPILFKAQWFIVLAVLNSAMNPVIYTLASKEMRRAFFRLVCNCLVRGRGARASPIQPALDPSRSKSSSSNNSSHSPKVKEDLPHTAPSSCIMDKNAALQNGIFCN
ROMK mod – modulators of human ROMK potassium channel; P48048; B-score at 10 µM; 130,000 compounds, 2% hits; Tet-inducible ROMK, thallium flux fluorescence; actives lie on both sides;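 active = signal ratio slope over the read window, or its plate-corrected B-score, at least 3 SD from the plate mean, either direction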;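 note: B-score of the F/F0 ratio slope over 7 to 12 s after thallium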
Target sequence (P48048 whole entry, looked up): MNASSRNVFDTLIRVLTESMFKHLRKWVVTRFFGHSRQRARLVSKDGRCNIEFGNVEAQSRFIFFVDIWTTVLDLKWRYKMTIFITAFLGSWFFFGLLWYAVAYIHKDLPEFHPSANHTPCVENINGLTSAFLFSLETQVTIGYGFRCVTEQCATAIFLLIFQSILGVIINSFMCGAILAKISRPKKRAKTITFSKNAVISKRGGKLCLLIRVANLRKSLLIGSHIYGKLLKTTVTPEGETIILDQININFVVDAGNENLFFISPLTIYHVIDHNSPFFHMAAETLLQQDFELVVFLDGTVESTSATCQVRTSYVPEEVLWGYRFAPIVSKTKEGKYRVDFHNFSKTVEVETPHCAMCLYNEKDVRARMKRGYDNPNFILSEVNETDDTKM
Lmaj promast – inhibitors of Leishmania major promastigote growth; AID 1063; Leishmania major promastigotes, resazurin fluorescence viability; 200,000 compounds, 9% hits; inhibition, % at 10 µM; in the data active = inhibition above about 50%;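 note: promastigotes grown with compound for 44 hours at 28 °C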
TR-FRET SRC-2 ct – flags TR-FRET format artefacts in PPARgamma SRC-2 recruitment agonist screen | TR-FRET artefact counter-screen; stronger effect = higher value | TR-FRET ratio at 8 µM | 200,000 compounds, 0.4% hits; in the data active = TR-FRET ratio above about 2000; note: inactives centre near 1500; reference of the scale not given here
TLR4-MyD88 BLA – inhibitors of human TLR4-MyD88 binding; inhibition, % at 8.4 µM; O00206+Q99836; HeLa CL3-4 TLR4/MyD88 BLA complementation, FRET ratio; 200,000 compounds, 0.18% hits; in the data active = inhibition above about 25%;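 note: 0% = vehicle and 100% = reference inhibitor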
PPARg SRC3 recr – agonists of human PPARgamma SRC-3 coactivator recruitment; P37231; biochemical PPARgamma/SRC-3 coactivator recruitment assay; activation, % at 8 µM; 200,000 compounds, 0.26% hits; in the data active = activation above about 23%;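 note: 0% = DMSO and 100% = reference agonist; some compounds past the cut are filed as inactive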
PPARg SRC-2 ag – PPARgamma-driven SRC-2 recruitment agonism. 200,000 compounds, 0.34% hits. PPARgamma LBD-SRC-2 recruitment, biochemical. AID 1032. activation, % at 8 µM; in the data active = activation above about 22%;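 note: 0% = vehicle and 100% = reference agonist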
bIAP inhibitor – intestinal alkaline phosphatase (bovine) inhibition; inhibition, % at 20 µM; purified bovine IAP, CDP-star luminescence, 30 min; 190,000 tested, under 10 active; AID 1019;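 active = over 50% inhibition of intestinal alkaline phosphatase at 20 µM in the single-dose screen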
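Incubation: 30 min reaction at room temperature / Material: purified bovine intestinal alkaline phosphatase (IAP) enzyme / Input: enzyme at 1/65,000,000 dilution / Dosing: 20 µM single dose / Signal: CDP-star luminescence signal / Reagent: CDP-star chemiluminescent phosphatase substrate, 30 µM final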
bIAP act – increases bovine intestinal alkaline phosphatase activity. purified bovine IAP, CDP-star luminescence, 30 min; stronger effect = higher value; fold of DMSO-control signal, blank-subtracted. activation factor at 20 µM. 200,000 compounds, 0.17% hits;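 active = activation factor of 2 or more at 20 µM, a signal rise over negative controls twice the positive control's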
Starred values were filed as active, the others as inactive; x = no result given.

SMILES	PPARg SRC1 recr	Redox H2O2 prof	S1P3 antag	ROMK mod	Lmaj promast	TR-FRET SRC-2 ct	TLR4-MyD88 BLA	PPARg SRC3 recr	PPARg SRC-2 ag	bIAP inhibitor	bIAP act
Cc1nc2ccccn2c1C(=O)NCCCN1CCOCC1	-2	3.3	7	x	1	1701	-3	11	3	-3	1
CC1CCN(C(=O)Cn2cnc3c(cnn3C(C)(C)C)c2=O)CC1	0	-2.0	-11	0.71	5	1584	-15	-3	-5	-9	1.1
COc1ccc(NC(=O)CN(C)S(=O)(=O)c2ccc3c(c2)OCCO3)c2ncccc12	6	3.6	-9	1.5	2	1569	7	6	-1	-8	1.1
O=C(Nc1ccc(S(=O)(=O)N2CCCCC2c2cccnc2)cc1)c1ccccc1F (stereo not given)	-4	0.0	7	-0.86	3	1554	12	2	7	-28	1.3
CC1CCCC(C)N1CCCNC(=O)Cn1cc2c(n1)CCCC2 (stereo not given)	6	-3.4	-22	x	0	1644	11	9	7	-13	1.1
Cc1cccc(/C=C/C(=O)c2ccc(NC3=NCCCS3)cc2)c1	8	0.6	9	x	77*	1620	12	5	4	5	0.9
COc1cc(NC(=O)CSc2ncnc3c2cnn3Cc2ccccc2)cc(OC)c1	5	0.0	x	0.1	1	1411	4	-8	2	7	0.9
Cc1ccc(C(=O)NCC(=O)OCC(=O)Nc2ncc(C(F)(F)F)cc2Cl)cc1	-4	0.4	-3	x	-8	1636	15	2	0	15	0.8
C/C=C/CSc1nc2c(c(=O)[nH]c(=O)n2C)n1C(C)C	-2	2.0	7	x	-3	1493	-1	-12	4	6	0.9
Cn1c(CNC(=O)c2cccs2)n[nH]c1=S	6	0.0	-4	-0.007	-8	1437	12	-1	0	12	0.9
Cc1cc(C)c(S(=O)(=O)NCCn2ccc3ccccc32)c(C)c1	6	-0.6	x	x	-5	1417	-4	-8	-6	21	0.8
CCCc1nc(N)c(C#N)c(-c2cccnc2)c1CC	4	-1.1	-22	x	4	1780	-4	16	10	16	0.8
Nc1nc(-c2ccc3c(c2)NC(=O)CO3)cs1	2	-1.4	x	-0.013	-1	1629	9	3	-3	-1	1
O=C(Nc1ccc(S(=O)(=O)N2CCCCC2)cc1)c1ccncc1	3	-0.6	-19	x	7	1487	-5	1	4	2	1
COc1ccc(/C=N/Nc2nc(Nc3ccccc3)nc(N3CCCC3)n2)cc1	-2	0.0	0	-0.018	12	1696	-4	6	2	7	0.9
CCn1c(SCC(=O)N/N=C/C=C/c2ccccc2[N+](=O)[O-])nnc1-c1ccc(Cl)cc1	9	0.6	-16	x	2	1648	-2	6	17	-2	1
CCOC(=O)C1(CCc2ccccc2)CCN(Cc2ccccn2)CC1	1	0.9	-11	-0.21	4	1557	-10	2	-7	1	1
COc1ccccc1N(CN1C(=O)c2ccccc2C1=O)C(=O)c1cccc(C)c1	6	0.0	-2	x	3	1528	14	-6	4	18	0.8
Cn1c(=O)c(NC(=O)c2ccccc2)c2n(c1=S)CCCCC2	6	0.8	-16	0.59	1	1588	1	-2	5	6	0.9
O=C(CSc1nnc(-c2ccc(F)cc2)c2ccccc12)Nc1c(F)cccc1F	8	0.2	-8	0.71	16	1603	9	-1	17	7	0.9
S=c1[nH]nc(COc2ccc3c(c2)OCO3)n1-c1ccccc1	1	0.8	-5	x	0	1650	7	-13	19	16	0.8
COc1ccc(-c2nsc3c(SCC(=O)Nc4cc(C)ccc4C)ncnc23)cc1	4	-4.6	x	x	-3	1352	3	-1	0	2	1
COc1ccc(NS(=O)(=O)c2c(F)cc(F)c(Cl)c2F)cc1S(=O)(=O)N1CCCCC1	2	0.0	7	-0.83	-6	1533	-17	-2	6	-1	1
O=C(CSc1nc2ccccc2o1)Nc1ccccc1N1CCCCCC1	1	0.7	2	x	9	1785	8	7	9	34	0.7
COc1ccc(NC(=O)C(C)Oc2ccc(/C(C)=N\O)cc2)cc1 (stereo not given)	-9	2.5	5	x	-3	1287	7	-18	-2	3	1
More structures follow.
SMILES	PPARg SRC1 recr	Redox H2O2 prof	S1P3 antag	ROMK mod	Lmaj promast	TR-FRET SRC-2 ct	TLR4-MyD88 BLA	PPARg SRC3 recr	PPARg SRC-2 ag	bIAP inhibitor	bIAP act
O=C(/C=C/c1ccco1)c1ccc(NC(=O)C23CC4CC(CC(C4)C2)C3)cc1	6	1.0	-10	-0.21	59*	1623	-4	4	-1	-4	1
Cc1ccc(C(=O)NC2CCCCC2)cc1	-14	2.4	x	x	3	1495	1	-8	0	2	1
COc1ccc(CC(=O)NC(C)c2nnc(SCC(=O)c3ccc(OC)cc3)n2C)cc1 (stereo not given)	-2	-1.1	9	-0.32	0	1651	4	4	6	-8	1.1
CCOC(=O)c1c(C)[nH]c(C(=O)Nc2ccc3c(c2)OCO3)c1C	14	0.2	8	1.5	15	1521	-10	-2	-2	11	0.9
COCC(=O)Nc1nc2n(n1)C(c1ccccc1Cl)CC(c1ccc(OC)cc1)N2 (stereo not given)	6	1.8	-4	x	-1	1795	-7	4	5	-14	1.1
Cc1ccc2c(CC(=O)NCC3COc4ccccc4O3)coc2c1 (stereo not given)	6	-2.2	x	-0.96	-5	1468	12	8	9	-2	1
N#Cc1cn(Cc2ccccc2)c2ccccc12	-1	0.2	-17	x	7	1542	-17	1	5	x	0.4
CCOc1ccc(CCNC(=O)COc2cc(=O)n(C)c3ccccc23)cc1OCC	-8	-0.3	-13	x	15	1368	-2	-5	-10	-14	1.1
COC(=O)c1c(-c2ccccc2)csc1NC1=NS(=O)(=O)c2ccccc21	0	0.4	-3	x	89*	1425	5	0	0	0	1
CCOC(=O)c1c(NC(=O)C(=O)N/N=C/c2ccccc2OC)sc2c1CCCCC2	10	0.2	-11	x	3	1639	5	-7	2	-11	1.1
COc1ccccc1OCCCCN1CCN(c2ccccc2OC)CC1	12	0.4	x	x	2	1699	9	6	12	-4	1
C=CCN(CC=C)C(=S)NC(=O)c1ccc(OC)cc1	-8	-1.0	0	2.3	8	1432	-11	0	1	-14	1.1
Cc1cc(C(=O)Nc2c(C)nn(Cc3c(Cl)cccc3Cl)c2C)no1	7	-0.2	-34	0.053	-7	1613	1	3	-1	6	0.9
O=C(CCCCn1c(=O)c2ccccc2n(Cc2ccccc2)c1=O)NC1CCN(Cc2ccccc2)CC1	-2	-1.4	-6	-0.41	73*	1330	-2	-9	-15	26	0.7
Cn1cnnc1SCC(=O)NC1CCCc2ccccc21 (stereo not given)	0	-0.2	-6	x	3	1663	-2	1	-1	-4	1
O=C(C1CCN(S(=O)(=O)c2cccc3cccnc23)CC1)N1CCN(c2ccccn2)CC1	2	0.0	-2	0.14	-2	1530	0	-7	-4	-2	1
COc1cc(C(=O)Nc2ccc3c(c2)OCCO3)ccc1-n1cnnn1	-8	-0.2	-6	1.1	3	1363	-1	-1	-1	8	0.9
O=C(/C=C/c1ccccc1)n1cnnc1SC/C=C/c1ccccc1	-3	0.1	3	0.082	-5	1519	6	0	5	12	0.9
CNC(=O)Cc1csc2ccc(Cl)cc12	-1	-4.0	x	x	-4	1492	3	-7	-4	-15	1.2
N#Cc1ccc(/C=N/N=C(N)N)cc1	3	-1.1	x	-0.37	79*	1780	14	26*	7	0	1
CC1(C)CC(=O)c2cc(OCC(=O)O)ccc2O1	1	2.0	x	0.24	1	1229	-13	7	0	8	0.9
O=C(Nc1nnc(C2CC2)s1)C1Cc2ccccc2CN1S(=O)(=O)c1ccccc1F (stereo not given)	-1	-0.5	x	x	100*	1628	-4	0	7	10	0.9
CCOC(=O)COc1cccc2c(=O)n(CC(=O)NCc3ccc4c(c3)OCO4)ccc12	2	-0.7	-22	x	-5	1396	-4	5	-7	6	0.9
Cc1ccc(-n2nnnc2SCC(=O)NNC(=O)c2ccco2)cc1C	-6	2.4	x	x	-7	1541	-4	3	2	-24	1.2
Cc1ccc(Nc2ccc3nonc3c2[N+](=O)[O-])cc1	10	-0.1	4	0.13	-6	1767	-9	1	7	0	1

Reformatted: results already given
mol: O=C(CCCCn1c(=O)c2ccccc2n(Cc2ccccc2)c1=O)NC1CCN(Cc2ccccc2)CC1
  PPARg SRC1 recr: -2 | Redox H2O2 prof: -1.4 | S1P3 antag: -6 | ROMK mod: -0.41 | Lmaj promast: 73* | TR-FRET SRC-2 ct: 1330 | TLR4-MyD88 BLA: -2 | PPARg SRC3 recr: -9 | PPARg SRC-2 ag: -15 | bIAP inhibitor: 26 | bIAP act: 0.7

mol: COc1cc(C(=O)Nc2ccc3c(c2)OCCO3)ccc1-n1cnnn1
  PPARg SRC1 recr: -8 | Redox H2O2 prof: -0.2 | S1P3 antag: -6 | ROMK mod: 1.1 | Lmaj promast: 3 | TR-FRET SRC-2 ct: 1363 | TLR4-MyD88 BLA: -1 | PPARg SRC3 recr: -1 | PPARg SRC-2 ag: -1 | bIAP inhibitor: 8 | bIAP act: 0.9

(continued)
SMILES	PPARg SRC1 recr	Redox H2O2 prof	S1P3 antag	ROMK mod	Lmaj promast	TR-FRET SRC-2 ct	TLR4-MyD88 BLA	PPARg SRC3 recr	PPARg SRC-2 ag	bIAP inhibitor	bIAP act
CCCCc1c(O)nc(SCC(=O)NCC2CCCO2)[nH]c1=O (stereo not given)	4	0.0	-11	x	-1	1476	12	-4	2	22	0.8
CC(=O)c1c(C)[nH]c(C(=O)COC(=O)CNS(=O)(=O)c2ccccc2)c1C	1	0.0	-35	x	-7	1575	11	-7	4	11	0.9
Nc1nnc(CC(=O)N/N=C/c2cc([N+](=O)[O-])cc(Br)c2O)s1	-1	-1.8	2	0.2	6	1518	-11	-1	-3	-19	1.2
COc1cccc(NC(=O)N2CCN(c3ccc(C(F)(F)F)cn3)CC2)c1	9	-0.1	5	-0.33	3	1655	0	-11	1	2	1
O=C(NC(=S)Nc1ccc2[nH]c(=O)[nH]c2c1)c1cncc(Br)c1	-8	-0.4	-10	0.3	11	1385	-9	-1	-12	0	1
c1ccc(CCN(Cc2ccccc2)Cc2nc(C3CC3)no2)cc1	1	-0.3	-4	0.59	17	1457	-3	5	5	-2	1
O=C1N(Cc2cccnc2)C[C@@H]2C[C@@H](c3cccc(OCc4ccccc4)c3)N3CCC[C@@]123	5	0.5	-10	1.1	0	1639	-12	5	-3	-25	1.3
CCOc1ccc(C)cc1S(=O)(=O)NC1CCCCC1	9	-3.0	-6	x	1	1488	0	-1	3	11	0.9
CN(CCCC(=O)Nc1ccncc1)S(=O)(=O)c1ccc(Cl)cc1	-5	2.5	12	-3.4*	86*	1476	4	-10	-10	-2	1
c1ccc(CN2CCC(Nc3ncnc4sccc34)CC2)cc1	7	-1.7	11	-0.85	35	1631	-3	6	2	-6	1.1
C=CCn1c(SCC(=O)NCCCC)nc2scc(-c3ccco3)c2c1=O	1	2.7	-19	x	0	1549	-7	2	-10	12	0.9
CC(=O)c1c(C)[nH]c(C(=O)OCn2nnc3ccccc3c2=O)c1C	8	-0.1	2	0.4	-1	1593	-3	-15	1	-1	1
COc1cc2oc(=O)cc(C)c2c(OC)c1OC	6	0.0	-22	0.78	2	1448	7	2	3	5	0.9
COC(=O)c1ccc(CSc2nnc3nc(C)cc(C)n23)cc1	-2	-1.0	-5	0.019	2	1602	7	-2	9	-5	1
O=C(NCc1ccco1)Nc1cccs1	1	1.0	-25	x	-5	1612	4	1	0	-3	1
